PhoP GFP inhibition: PhoP regulon inhibitors, Salmonella typhi PhoP promoter GFP reporter, confirmatory (AID 1850). Salmonella Typhi PhoP-promoter GFP reporter, fluorescence, 4 h; higher % means a stronger effect. one-dose inhibition, % at 50 µM; IC50 in µM for titrated hits. actives 0.33% (n = 310,000); in the data active = a potency from the dose series; inconclusive = inhibition mostly from about 25% at the one dose, without a potency; inactive = the rest, 99 in 100 with inhibition below about 19%;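 note: 0% = induced wells with vehicle and 100% = uninduced wells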
M. tuberculosis HTS: M. tuberculosis growth inhibition, HTS (AID 449762) | M. tuberculosis H37Rv growth inhibition, 7H9 media; higher % means a stronger effect | one-dose inhibition, % at 25 µM; IC50 in µM for titrated hits | actives 0.59% (n = 330,000); in the data active = a potency from the dose series; inconclusive = inhibition above about 70% without an active follow-up result;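 note: bacterial growth assessed after seven days of incubation; strong numbers were not always called active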
H1N1 NS1A inhibition: H1N1 influenza NS1A inhibitors, functional cell based assay (AID 504329); NS1A functional cell-based assay, percent inhibition; higher % means a stronger effect; inhibition, % at 12.5 µM; hits with a dose series show IC50 in µM; actives 0.3% (n = 340,000); in the data active = a potency from the dose series; inconclusive = inhibition above about 27% without an active follow-up result; note: strong numbers were not always called active
VEEV TC-83 Vero: inhibitors of VEEV TC-83 cytopathic effect, confirmation, Vero cells (AID 588727) | Vero cells, VEEV TC-83 cytopathic effect inhibition; higher % means a stronger effect | inhibition, % at 20 µM, or IC50 in µM where a hit was titrated | actives 0.13% (n = 350,000); in the data active = a potency from the dose series; inconclusive = inhibition mostly from about 14% at the one dose, without a potency; inactive = the rest, 99 in 100 with inhibition below about 12%; note: strong numbers were not always called active
tuberculosis growth: growth inhibition of non-replicating M. tuberculosis (AID 488890); Mycobacterium tuberculosis non-replicating, growth inhibition; higher % means a stronger effect; inhibition, % at 25 µM; hits with a dose series show IC50 in µM; actives 0.39% (n = 320,000); in the data active = a potency from the dose series; inconclusive = inhibition mostly from about 82% at the one dose, without a potency; inactive = the rest, 99 in 100 with inhibition below about 76%;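 note: plate controls were DMSO cells for no effect and high antibiotic wells for full effect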
VEEV TC-83 Vero 10K pilot screen: also measured in VEEV TC-83 Vero; calls as there; inhibition, %; measured here: 10K pilot screen inhibition
* hit, by the source's call; i = inactive; ? = inconclusive; · = no result given.

SMILES | PhoP GFP inhibition | M. tuberculosis HTS | H1N1 NS1A inhibition | VEEV TC-83 Vero | tuberculosis growth | others
CCOC(=O)c1ccc(NC(=O)Nc2ccc3c4c(cccc24)C(=O)N3CC)cc1 | 1% | 10% | -5% | 2.6% | -14%
COc1ccc(OC)c(NP(=O)(Oc2ccccc2)Oc2ccccc2)c1 | 3% | 1% | 23% | 2.0% | 3%
CC(Sc1nncs1)C(=O)NCC(=O)Nc1ccc(F)c(F)c1F (stereo unspecified) | 7% | -8% | -9% | 0.6% | -13%
Cc1cccc(OCC(=O)NC(Cc2ccccc2)C(=O)O)c1 (stereo unspecified) | 1% | 4% | -1% | 0.5% | -9%
COc1c(Cl)cnn(-c2ccc(C)cc2)c1=O | -15% | 0% | 8% | 0.7% | 3%
C=C1CC(COc2ccc3c(C)c(Cl)c(=O)oc3c2)(c2ccccc2)OC1=O (stereo unspecified) | · | · | 0% | i | ·
C=CCC(Nc1ccccc1)c1ccc(OC)c(OC)c1 (stereo unspecified) | 7% | 3% | · | · | -3%
COC(=O)c1ccc(OCC(=O)c2cccc(OC)c2)cc1 | 0% | 8% | -1% | 1.2% | i
COC(=O)c1c(NC(=O)COC(=O)[C@@H](NS(=O)(=O)c2ccc(C)cc2)C(C)C)sc2c1CCC2 | -8% | 9% | 1% | 7.6% | 4%
NC(=O)c1ccsc1NC(=O)c1ccc(S(=O)(=O)N2CCCc3ccccc32)cc1 | 2% | -16% | 29% | 10% | ·
Cc1nc2sccc2c(=O)n1N | 2% | -4% | -5% | 0.2% | -3%
CN(CC(=O)NC1CCCCC1)S(=O)(=O)c1ccc(Cl)cc1 | 7% | -4% | 1% | 0.9% | -9%
CC[C@@H](CO)C1CC2NC3CC4(c5ccccc5N(C)[C@@H]24)C(O)C31 (stereo partly specified) | -3% | -1% | -10% | 0.2% | -12%
Cc1ccnc(N(C(=O)c2cccs2)C(=O)c2cccs2)c1 | 7% | -6% | -1% | 3.5% | 12%
Fc1ccc(NC(=S)NN2CCOCC2)cc1Cl | 7% | -3% | -4% | 1.6% | -5%
NC(=O)Cn1cc(/C=N\NS(=O)(=O)c2ccc(F)cc2)c2ccccc21 | 19% | 6% | -11% | 0.6% | -4%
CCOC(=O)c1ccc(N2C(=O)CC(C)(CC)CC2=O)cc1 | 8% | 0% | -5% | 0.2% | -14%
Cc1ccc(N=Cc2c(C)[nH]n(-c3nc4ccccc4[nH]3)c2=O)cc1 | 3% | ? | 6% | i | 4%
CCOC(=O)C1CCCN(c2c(NCc3ccco3)c(=O)c2=O)C1 (stereo unspecified) | 4% | -1% | 7% | 1.2% | ·
N#C/C(=C\c1cccc(Cl)c1)c1n[nH]c(Cn2cncn2)n1 | -11% | 7% | -19% | 1.6% | 4%
CCN1CCN(C(=O)C2CCCN(S(=O)(=O)c3ccc(OC)c(OC)c3)C2)CC1 (stereo unspecified) | 2% | 2% | -7% | i | -7%
O=C(N1CCN(CCO)CC1)N1c2ccccc2CCc2ccccc21 | 8% | 5% | -21% | 1.9% | -2%
CCC(=O)NCCc1nc2cc(NC(=O)c3ccc(OC)cc3)ccc2n1C | -3% | -3% | 1% | 1.0% | -6%
COc1ccc(CCNC(=O)C2CCN(S(=O)(=O)c3ccc(F)cc3)CC2)cc1 | -7% | -1% | 1% | 0.1% | 0%
COc1cc(C(C)=O)ccc1OCC(=O)Nc1ccc(Cl)c(S(=O)(=O)N2CCOCC2)c1 | · | -2% | -7% | 7.4% | 18%

Additional results.
SMILES | PhoP GFP inhibition | M. tuberculosis HTS | H1N1 NS1A inhibition | VEEV TC-83 Vero | tuberculosis growth | others
Cc1cccc(Nc2ccc3nonc3c2[N+](=O)[O-])c1C | 1% | 0% | -6% | 1.1% | 3%
Cc1ccc(S(=O)(=O)N(C)CC(=O)NCCc2c[nH]c3ccccc23)cc1 | 6% | 1% | -2% | 1.5% | -4%
COc1cccc(CN(C)C(=O)c2csc3c2CCCC3)c1OC | -7% | 1% | -6% | 2.3% | 11%
Cc1csc2c(=O)sc(NC(=O)c3cccs3)nc12 | 1% | 12% | · | 2.2% | 11%
Cc1cccc(-c2cc3nc(-c4ccccc4)cc(=O)n3[nH]2)c1 | -15% | ? | -3% | i | 19%
O=C(NCCCN1CCOCC1)c1cnccn1 | -2% | 4% | 6% | 1.4% | -3%
Cc1cc(CC(C)C)n(-c2nc3ccccc3c(=O)n2OCC(N)=O)n1 | 0% | 3.9µM* | -3% | i | i
Cc1ccc(C)c(-c2nnc(NC(=O)c3ccco3)o2)c1 | 0% | ? | -17% | 10% | 0.66µM*
Nc1c(Cl)ncnc1N1CCN(c2ncnc(Cl)c2N)CC1 | -7% | -3% | -13% | 0.2% | -6%
CCc1ccc(Nc2n[n+](-c3ccccc3)c(-c3ccc(C(=O)O)cc3)s2)cc1 | 3% | 5% | -65% | 0.2% | 1% | VEEV TC-83 Vero 10K pilot screen=0.6
COc1ccc2[nH]c(=O)c(C(c3nnnn3C3CCCC3)N3CCN(Cc4ccc5c(c4)OCO5)CC3)cc2c1 (stereo unspecified) | -7% | 57% | 6% | i | 30%
Cc1c(Br)c([N+](=O)[O-])nn1CC(=O)NCc1ccccn1 | 1% | 1% | 9% | 3.8% | 5%
COc1ccc(C(=O)NNC(=O)C2CC=CCC2)cc1 (stereo unspecified) | -6% | 4% | 0% | 2.6% | 13%
CCCCCCSc1cccc(-c2nc3ccccn3c2NCc2ccccc2)c1 | · | 13% | -10% | 4.2% | 16%
Clc1ccc(C2=CSC3=NCCN23)c(Cl)c1 | 8% | -2% | 0% | 14% | 7%
Cc1c(N=NC2=C(O)CC(C)(C)CC2=O)c(=O)n(-c2ccccc2)n1C | -2% | 1% | 3.6µM* | 1.8% | 15%
C=Cn1ccnc1CC(O)c1ccc(OC)cc1 (stereo unspecified) | 1% | -3% | -14% | i | -4%
Cc1ccc(SCCNC(=O)/C=C/c2ccccc2Cl)cc1 | 13% | -4% | 2% | i | 28%
CCn1cc(S(=O)(=O)Nc2ccc(Cl)cc2F)cn1 | -2% | -13% | -13% | 0.8% | -14%
O=C(COc1ccc([N+](=O)[O-])cc1)NCc1cccnc1 | 11% | -6% | -3% | i | -7%
COC(=O)[C@@]12CCCCN1[C@H](c1ccc(-c3ccc(Cl)c(Cl)c3)cc1)[C@H]1C(=O)N(C)C(=O)[C@H]12 | · | -2% | -6% | i | 9%
CC(=O)NC(=S)Nc1ccc(N2CCOCC2)c(S(=O)(=O)Nc2cc(Cl)ccc2Cl)c1 | -7% | 0% | -10% | 0.9% | 19%
Cc1cccc(N2CCN(C(=O)c3ccc4nc[nH]c4c3)CC2)c1C | -9% | -5% | -8% | 4.6% | 7%
COc1cc(OC)cc(-c2c(C#Cc3ccsc3)c3cc(-c4ccc5[nH]ccc5c4)ccc3n2C)c1 | · | -5% | -6% | 3.9% | 4%
Cc1c(NC(=O)c2ccc(NS(=O)(=O)c3ccccc3)cc2)c(=O)n(-c2ccccc2)n1C | -17% | -9% | 21% | 2.3% | -6%

The results go on:
SMILES | PhoP GFP inhibition | M. tuberculosis HTS | H1N1 NS1A inhibition | VEEV TC-83 Vero | tuberculosis growth | others
CCN(CC(=O)NC(C)(C)C)C(=O)c1ccc(Br)cc1 | -17% | -1% | 8% | i | -2%
CCOc1ccc(CN2C(=O)c3ccccc3Sc3ccc(C(=O)NCCCN4CCOCC4)cc32)cc1 | -8% | ? | 15% | i | 12%
CCCNc1nc(Nc2ccc(C)c(Cl)c2)c2cnn(C)c2n1 | 1% | 14% | 7% | 6.1% | 14%
CC(=O)c1cc(NC(=O)c2ccc(C)cc2)c(=O)oc1C | 3% | 13% | 10% | 2.8% | 65% | VEEV TC-83 Vero 10K pilot screen=5.1
Nc1nc(-c2ccc(C(=O)O)cc2)cs1 | 3% | -6% | 4% | 0.3% | -5%
Cn1cncc1COC(=O)c1ccc(Cl)cc1 | -6% | -3% | -1% | i | -5%
COC(=O)/C=C1\NC(=O)C(C)S1 (stereo unspecified) | 9% | -1% | -26% | 1.6% | -4%
O=C(CN1C(=O)c2cccc3cccc1c23)NCC1CCCO1 (stereo unspecified) | -5% | -2% | 8% | 0.9% | 3%
O=S(=O)(/N=C(/Nc1cccc2ccccc12)c1ccccc1)c1ccccc1 | -1% | -1% | -3% | 4.6% | -3%
COc1ccc(Nc2ccc3ccccc3c2)cc1 | · | · | 14% | 3.9% | ·
Cc1ccc(NC(=O)c2sc3nc4c(c(-c5ccco5)c3c2N)CCC4)cc1 | -12% | 7% | -4% | 2.2% | 5%
COc1cccc(N2CC(C(=O)NCc3n[nH]c(=O)c4ccccc34)CC2=O)c1 (stereo unspecified) | · | · | -2% | 2.2% | ·
O=C(N/N=C\c1ccc(CN(Cc2ccc(Cl)cc2)S(=O)(=O)c2ccccc2)o1)C(=O)Nc1ccc(F)cc1 | 16% | ? | -3% | 7.0% | -3%
Cc1cc2cc(C)c(NCCNC(=O)c3ccccc3)nc2cc1C | 2% | ? | -1% | i | ?
CCOC(=O)NC(=O)CSc1nc(-c2ccc(C)c(C)c2)cn1-c1ccccc1 | -5% | 5% | 8% | 7.9% | 29%
Cc1cccc(CCNC(=O)C2CCC(=O)N(Cc3ccc(Cl)cc3)C2)n1 (stereo unspecified) | 1% | -16% | -2% | 1.1% | -13%
C=CCSc1nc(Cc2ccc(Cl)cc2)nc2ccccc12 | 5% | 0% | -4% | i | 8%
CCCCOc1ccc(Cc2c(O)nc(SC)[nH]c2=O)cc1 | 0% | -2% | -7% | 0.1% | 50%
COC(=O)c1oc2ccc(Br)cc2c1NC(=O)CN1CCN(C)CC1 | 6% | 3% | -14% | 1.3% | 15%
O=C(CN1CCC(NC(=O)C2CCCCC2)CC1)Nc1ccccc1 | · | · | -6% | 0.3% | ·
COc1ccc(OCCCC(=O)OC(C)C(=O)Nc2ccccc2[N+](=O)[O-])cc1 (stereo unspecified) | -4% | 15µM* | 10% | 0.6% | 79%
O=C1c2ccccc2C(=O)N1CCSc1nncs1 | 7% | 5% | 2% | i | 1%
CCCNC(=O)N1[C@H]2CC[C@@H]1C(C(=O)OC)=C(c1ccc3ccccc3c1)C2 | · | 5% | -4% | i | 13%
CC1CCN(C(=S)NC2CC3CCC2C3)CC1 (stereo unspecified) | -9% | -3% | 5% | i | ?
CCOC(=O)C1CCC(CN(Cc2ccccc2)S(=O)(=O)c2ccc([N+](=O)[O-])cc2)CC1 (stereo unspecified) | -6% | 7% | 7% | 0.9% | -9%

The list goes on; it opens with the 4 that closed the last part.
SMILES | PhoP GFP inhibition | M. tuberculosis HTS | H1N1 NS1A inhibition | VEEV TC-83 Vero | tuberculosis growth | others
O=C1c2ccccc2C(=O)N1CCSc1nncs1 | 7% | 5% | 2% | i | 1%
CCCNC(=O)N1[C@H]2CC[C@@H]1C(C(=O)OC)=C(c1ccc3ccccc3c1)C2 | · | 5% | -4% | i | 13%
CC1CCN(C(=S)NC2CC3CCC2C3)CC1 (stereo unspecified) | -9% | -3% | 5% | i | ?
CCOC(=O)C1CCC(CN(Cc2ccccc2)S(=O)(=O)c2ccc([N+](=O)[O-])cc2)CC1 (stereo unspecified) | -6% | 7% | 7% | 0.9% | -9%
O=C(CSc1nnc(C2CC2)n1-c1ccccc1)NCCc1ccccc1 | 5% | -3% | -1% | 0.1% | -12%
CC(=O)c1ccc(OCCCN2CCCCC2)cc1 | 4% | -16% | -1% | 2.0% | -10%
CC(=O)NC12CC3CC(C1)CC(C(=O)N(C)CC(=O)Nc1ccc(F)c(F)c1F)(C3)C2 | · | -3% | -9% | i | 3%
COc1ccc2c(c1)[nH]c1c(=O)n(CCc3cnc[nH]3)cnc12 | -2% | -5% | 3% | 7.3% | 10%
COc1ccc(CCNC(=O)C2CCN(S(C)(=O)=O)CC2)cc1OC | 4% | -11% | 13% | i | -1%
COc1ccc(NS(=O)(=O)c2cc(NC(=O)c3ccc(=O)[nH]c3)ccc2N2CCOCC2)cc1 | 0% | 1% | 4% | 0.6% | 9%
COCCCn1c2nc3ccccc3nc2c2c(=O)n(-c3ccccc3OC)cnc21 | 5% | 1% | -16% | 8.6% | -7%

Grouped by structure, the entries above with bromine
SMILES | PhoP GFP inhibition | M. tuberculosis HTS | H1N1 NS1A inhibition | VEEV TC-83 Vero | tuberculosis growth | others
Cc1c(Br)c([N+](=O)[O-])nn1CC(=O)NCc1ccccn1 | 1% | 1% | 9% | 3.8% | 5%
CCN(CC(=O)NC(C)(C)C)C(=O)c1ccc(Br)cc1 | -17% | -1% | 8% | i | -2%
COC(=O)c1oc2ccc(Br)cc2c1NC(=O)CN1CCN(C)CC1 | 6% | 3% | -14% | 1.3% | 15%

High-throughput results deposited in PubChem by Southern Research Specialized Biocontainment Screening Center.
